D2 agonist: activates the human D2 dopamine receptor. P14416. HEK293 T-REx D2 cells, calcium flux agonist mode. activation, % at 2 µM. actives 0.53% (n = 340,000). AID 485358;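 active means activation over 3 SD above normal in the single-dose calcium agonist read, cut at about 30% in these data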; further: 0% is about no effect
Target sequence (P14416 whole entry, looked up): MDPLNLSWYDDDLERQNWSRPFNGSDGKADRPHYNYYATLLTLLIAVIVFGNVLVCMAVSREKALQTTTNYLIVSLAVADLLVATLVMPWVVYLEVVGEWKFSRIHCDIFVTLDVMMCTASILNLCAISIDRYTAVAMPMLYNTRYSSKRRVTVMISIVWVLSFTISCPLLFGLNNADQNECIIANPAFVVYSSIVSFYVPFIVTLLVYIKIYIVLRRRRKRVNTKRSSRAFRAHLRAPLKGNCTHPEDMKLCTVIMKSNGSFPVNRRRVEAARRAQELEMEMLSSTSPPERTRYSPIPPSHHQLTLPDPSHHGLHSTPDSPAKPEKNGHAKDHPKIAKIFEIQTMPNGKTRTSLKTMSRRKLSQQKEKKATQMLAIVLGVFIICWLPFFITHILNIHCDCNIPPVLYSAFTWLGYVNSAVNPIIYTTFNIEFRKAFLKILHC
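Tetracycline-induced HEK293 T-REx cells with force-coupled D2 receptor, plated overnight at 30 C, loaded with no-wash calcium dye. After a 10 s baseline, compound was pin-added and calcium flux read kinetically for 180 s; calcium rises flagged agonists.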
D1 antag: blocks dopamine activation of the human D1 receptor | actives 3.2% (n = 360,000) | AID 504652 | activity change, negative = inhibition, % at 10 µM | HEK293 TREx D1 cells, calcium flux, dopamine EC80; hits give low values | P21728; in the data active means activity change below about -30%; further: on the % scale 0 is the no-effect control and ±100 the full control effect
Target sequence (P21728 whole entry, looked up): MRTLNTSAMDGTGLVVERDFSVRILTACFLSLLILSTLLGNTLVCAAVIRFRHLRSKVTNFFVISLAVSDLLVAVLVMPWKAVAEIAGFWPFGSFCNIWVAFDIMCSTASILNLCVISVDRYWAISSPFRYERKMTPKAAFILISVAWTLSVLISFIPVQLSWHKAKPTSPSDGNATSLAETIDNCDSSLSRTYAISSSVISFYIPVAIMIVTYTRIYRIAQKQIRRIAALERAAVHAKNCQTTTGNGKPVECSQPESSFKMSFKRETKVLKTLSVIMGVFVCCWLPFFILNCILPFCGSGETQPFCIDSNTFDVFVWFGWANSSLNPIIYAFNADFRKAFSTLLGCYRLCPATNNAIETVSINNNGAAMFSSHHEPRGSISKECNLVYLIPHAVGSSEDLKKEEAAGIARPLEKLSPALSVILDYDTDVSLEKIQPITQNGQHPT
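Tetracycline-induced HEK293 T-REx cells with force-coupled D1 receptor were loaded with a no-wash calcium dye. Compound was added after a 10 s baseline and read kinetically for 180 s; EC80 dopamine was then added and calcium flux followed another 180 s.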
TRHR PAM: allosteric enhancers of human TRH receptor | actives 0.66% (n = 360,000) | enhancement, % at 2 µM | TRHR cells, fluo-8 calcium fluorescence, EC20 TRH enhancement; in the data active means enhancement above about 30%; further: 0% is about no effect
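Enhancer read-out: after compound pinning and an initial kinetic agonist-mode read, an EC20 of TRH (10 nM final) was injected and fluo-8 calcium signal (Ex 480/Em 530) followed at 1 s/cycle for 100 cycles in TRHR-expressing cells.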
D2 PAM: positive allosteric modulators of human D2 dopamine receptor | HEK293 T-REx D2, calcium flux, EC20 dopamine potentiation | potentiation, % at 10 µM | actives 0.34% (n = 340,000) | AID 485347;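 active means potentiation over 3 SD above the plate norm, cut at about 30% in these data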; further: 0% is about no effect
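Using a no-wash calcium dye in inducible, force-coupled HEK293 Trex cells expressing D2, we tracked fluorescence each second for 180 s after compound, then for 180 s after EC20 dopamine to detect augmented signalling.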
D2 antag: antagonizes the human D2 dopamine receptor. P14416. HEK293 TREx D2 cells, calcium flux, dopamine EC80. inhibition, % at 10 µM. actives 2% (n = 340,000); in the data active means inhibition above about 30%; further: 0% is about no effect
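Read-out: kinetic calcium fluorescence (1 cycle/s) in inducible HEK293 T-REx D2 cells after an EC80 dopamine addition that followed 180 s compound preincubation. Loss of the dopamine response indicates antagonism.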
D1 ag: human D1 receptor agonism; P21728; actives 1% (n = 360,000); HEK293 T-REx D1 cells, calcium flux, agonist mode; activation, % at 2 µM; further: 0% is about no effect
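Agonism was scored from calcium flux recorded over 180 s (1 read/s) after pintool compound addition, following a 10-cycle baseline. Cells were inducible force-coupled HEK293 TREx D1, plated overnight at 30 C and loaded with no-wash calcium dye.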
RXFP1 antag: blocks the human relaxin receptor RXFP1; activity change, negative = inhibition, % at 57.5 µM; actives 0.59% (n = 350,000); Q9HBX9; AID 1259400; HEK293-RXFP1, relaxin-stimulated cAMP HTRF, 30 min; hits give low values;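 active means activity change of -60% or lower, but not beyond a set lower limit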; further: on the % scale 0 is the no-effect control and ±100 the full control effect
TRHR ag: TRH receptor (human) agonism | P34981 | TRHR cells, calcium flux fluo-8, FDSS agonist mode | activation, % at 2 µM | actives 0.18% (n = 360,000); further: 0% is about no effect
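TRHR-expressing cells, plated overnight in medium with 10% serum, were loaded with fluo-8 calcium dye at room temperature. After a 10 s baseline, library compound was pin-added and calcium release was recorded kinetically (ex 480/em 530) as agonist response.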
D1 PAM: human D1 dopamine receptor positive modulation. P21728. HEK293 TREx D1 cells, calcium flux, dopamine EC20 potentiation. potentiation, % at 10 µM. actives 0.036% (n = 360,000); in the data active means potentiation above about 30%; further: 0% is about no effect
* marks the source's active call; other numbers are inactive results; x = not tested or not shown. Unless noted, no stated cut-off is given here; in the data, active means activation above about 30%; inactive means the rest. No enrichment for hits (roughly 7.3% active in at least one column).

SMILES	D2 agonist	D1 antag	TRHR PAM	D2 PAM	D2 antag	D1 ag	RXFP1 antag	TRHR ag	D1 PAM
O=c1c2ccccc2nnn1COc1cccc2ccccc12	-0.1	-13	13	9	4	8	10	0.0	-1
CCC1(COC(NC(=O)c2cccnc2)(C(F)(F)F)C(F)(F)F)COC1	0.4	4	5	4	-6	2	12	0.1	0
Clc1cccc(CSc2nc(NCCc3ccccc3)c3ccccc3n2)c1	x	0	4	-6	x	10	-22	1.3	0
O=C(CSc1nc(-c2ccco2)cc(C(F)(F)F)n1)N1CCN(Cc2ccccc2)CC1	0.8	9	1	-3	-2	2	x	0.1	5
C=CCn1c(SCC(=O)NCC(=O)OCC)nnc1-c1ccccn1	0.3	-11	-5	10	12	4	-7	0.0	1
O=C(NC1CC1)c1nc(Cn2ccc([N+](=O)[O-])n2)no1	1.1	4	20	5	0	5	-5	-2.1	x
C/C(=N\NS(=O)(=O)c1ccc(C)c([N+](=O)[O-])c1)c1ccc2c(c1)OCO2	-0.8	4	0	-1	-21	3	1	-0.7	3
CCOC(=O)C1CCCN(C(=O)c2ccc3c(c2)sc2nc(-c4ccc(C)cc4C)cn23)C1 (configuration not stated)	-0.4	-9	3	-10	x	1	-1	0.1	-1
CC(NC(=O)COC(=O)c1ccc([N+](=O)[O-])s1)c1ccccc1 (configuration not stated)	0.7	-21	0	-5	2	3	x	-0.4	0
N/C(=N\OC(=O)CSc1ccccc1)c1ccc([N+](=O)[O-])cc1	x	-27	1	x	x	5	-8	-0.7	-12
COc1ccc(C2C(C(N)=O)=C(C)Nc3nc(-c4cccc(Cl)c4)nn32)cc1OC (configuration not stated)	0.2	-1	5	-3	13	2	-3	-0.2	-3
CCN(CC)S(=O)(=O)c1ccc(N2CCOCC2)c(NC(=O)COc2ccccc2C)c1	0.5	9	-2	-12	16	3	-2	0.8	-1
CCCNC(=O)c1ccc(N2CCC3(CC2)CC(c2ccccc2)=NO3)c(NC(=O)c2ccccc2)c1	0.3	-2	-4	0	16	0	x	-0.2	-6
COc1ccc(Cl)cc1Nc1nc(C)nc2c1nnn2Cc1ccccc1	0.4	16	-1	-9	-1	-2	2	0.4	-4
NCC(O)COc1ccc2c(c1)OCO2 (configuration not stated)	0.7	13	-7	x	-3	2	-7	-1.1	-4
CC(=O)NCC(=O)N(c1ccccc1)C1(C(=O)NC2CCCCC2)CCCCC1	-0.2	21	4	-1	-18	2	-3	-0.2	-2
COc1cc(CNCCCN2CCOCC2)cc(Br)c1OCc1ccc(Cl)cc1	3.2	x	-1	-6	-2	72*	-3	6.2	-7
CCN(CC)C(=O)Oc1ccc2cc(Br)ccc2c1	-1.1	4	3	10	-8	2	-1	0.1	-4
Cc1nnc(NC(=O)C2CCN(S(=O)(=O)c3ccc(F)c(Cl)c3)CC2)o1	0.0	5	9	7	4	5	10	1.1	1
CCCCNc1nc(Nc2ccc(C)c(Cl)c2)c2cnn(C)c2n1	0.0	1	-14	-3	28	-1	-2	-0.8	2
COc1ccc(Br)cc1[C@@H]1Nc2ccc(C(=O)O)cc2[C@@H]2C=CC[C@@H]21	1.3	7	-5	-4	x	0	-13	-1.1	1
COCCOC(=O)c1[nH]c2c(c1C)C(=O)CC(c1cc(OC)c(OC)c(OC)c1)C2 (configuration not stated)	-0.4	-8	10	-5	-9	2	-6	0.1	-5
O=C(NCC(=O)N1CCOCC1)c1ccc(Br)cc1	1.1	-8	0	-8	-3	2	12	-0.3	-1
CCN(CCn1cccn1)Cc1cn[nH]c1-c1ccc(OC)cc1F	0.3	0	6	-5	7	3	-20	0.0	9
CC(C)Cc1nc2ccc(N)cc2[nH]1	1.3	-5	1	-9	15	2	-7	2.5	-2

Compound profiles, as listed above:
Cc1nnc(NC(=O)C2CCN(S(=O)(=O)c3ccc(F)c(Cl)c3)CC2)o1 as listed: D2 agonist: 0.0; D1 antag: 5; TRHR PAM: 9; D2 PAM: 7; D2 antag: 4; D1 ag: 5; RXFP1 antag: 10; TRHR ag: 1.1; D1 PAM: 1
COc1ccc(Cl)cc1Nc1nc(C)nc2c1nnn2Cc1ccccc1 as listed: D2 agonist: 0.4; D1 antag: 16; TRHR PAM: -1; D2 PAM: -9; D2 antag: -1; D1 ag: -2; RXFP1 antag: 2; TRHR ag: 0.4; D1 PAM: -4

Remaining list, next part.
SMILES	D2 agonist	D1 antag	TRHR PAM	D2 PAM	D2 antag	D1 ag	RXFP1 antag	TRHR ag	D1 PAM
Cc1ccc(C2CCN(C(=O)c3cnn(-c4cccc(Cl)c4)c3C3CCN(C(=O)OC(C)(C)C)CC3)C2)cc1 (configuration not stated)	2.2	-2	-3	-2	x	4	-18	3.1	-3
O=C(CSc1ccc(Cl)cc1)Nn1cnnc1	-0.7	10	-2	-10	-5	2	-20	0.1	-10
CC(=O)Nc1ccc(S(=O)(=O)N2CCC(n3cnc4cc(F)ccc43)CC2)cc1	0.7	0	4	7	-14	2	-7	0.0	-8
CCCCN(C)C(=O)Cn1cnc2sc(C)cc2c1=O	0.7	4	5	5	-2	1	0	0.6	8
O=C(CSc1ccsc1[N+](=O)[O-])N1CCN(c2ccccn2)CC1	0.9	-7	-8	-5	6	1	-4	-0.1	-4
CCN(C(=O)Cn1c([N+](=O)[O-])cnc1C)c1ccccc1	0.5	1	-4	9	-1	4	-1	1.5	1
Cc1nn(C)c(C(=O)NNC(=S)NCc2ccccc2)c1Cl	0.7	-32*	39*	4	4	6	4	-0.4	-6
Cc1ccccc1-c1nnc(-c2ccc(Cl)cc2)o1	0.6	1	8	6	-11	10	0	-0.5	5
COc1ccc(C(=O)N(C)CCCC2CCCC2)cc1OC1CCN(C(C)=O)CC1	-0.1	-8	-2	-2	-3	5	-9	-0.5	-6
N#CCCN1CCN(C(=S)c2ccc(-c3ccc(Cl)c(Cl)c3)o2)CC1	-0.1	-9	-4	-1	-8	3	-6	-0.4	-7
CSc1nc2nc(-c3ccccc3)cc(=O)n2[nH]1	1.0	6	1	1	-8	3	-8	0.9	-8
COc1cccc(-n2c(Cc3cc(=O)[nH]c(=O)[nH]3)nnc2SCC(=O)Nc2ccccc2)c1	-0.2	0	-6	-7	-5	3	x	0.8	-2
Cc1ccccc1NC(=O)CSc1nc2c(oc3ccccc32)c(=O)n1Cc1ccco1	0.6	-3	1	-2	x	1	x	0.6	-4
COc1ccc(-n2c(SCC(=O)N3CCOCC3)nnc2C(C)N2CCCCC2)cc1 (configuration not stated)	-0.8	-9	-2	0	3	3	5	-0.1	-3
Cc1nn(C(C)C(=O)NC2CCCCC2)c(=O)c2c1sc1ccccc12 (configuration not stated)	1.1	-34*	3	-11	x	9	-20	0.8	-4
Cc1csc(C(=O)NCC(=O)NNC(=O)c2cccc(Cl)c2)c1	0.2	-4	-4	-5	-8	3	4	0.4	-3
CCN1CCN(CCOc2ccccc2-c2ccccc2)CC1	-0.1	-24	1	-23	87*	4	-5	-0.1	0
O=C(CNC(=O)c1ccco1)NCC(=O)OCc1ccc(F)cc1	0.1	1	-4	6	22	0	-2	-0.2	-1
CCCNC(=O)c1c(NC(=O)C2COc3ccccc3O2)sc2c1CCCC2 (configuration not stated)	-0.2	-14	-5	17	10	-2	-8	0.1	-3
COC(=O)c1ccc(OCCOc2ccccc2)cc1	0.4	-13	-3	4	-1	3	-15	-0.2	-2
CCOC(=O)[C@H]1[C@H]2COc3ccc(Br)cc3[C@@H]2N2C(=O)CN(Cc3ccc(F)cc3)C(=O)[C@@]12C	0.4	x	-5	-9	2	4	x	-0.2	-7
CN(C(=O)COc1ccc2c(-c3ccccc3)cc(=O)oc2c1)C1CCS(=O)(=O)C1 (configuration not stated)	0.0	-23	1	-1	5	2	2	0.1	7
C=CCCC(=O)NC1CCCc2c1cnn2-c1ccccc1F (configuration not stated)	x	11	10	x	x	3	-5	0.0	-2
Cc1ccc(C)c(S(=O)(=O)Nc2ccc(C(N)=O)cc2)c1	0.9	4	0	2	11	1	1	0.0	4
CCCCn1c(SCC(=O)NCc2ccccc2)nc2ccc(N3CCOCC3)cc2c1=O	0.1	-1	4	19	-12	-3	-11	0.1	-6

Printed as active in D1 antag (from the list above):
| smiles | D1 antag | TRHR PAM | D2 PAM | D2 antag | D1 ag | RXFP1 antag | TRHR ag | D1 PAM |
| --- | --- | --- | --- | --- | --- | --- | --- | --- |
| Cc1nn(C)c(C(=O)NNC(=S)NCc2ccccc2)c1Cl | -32* | 39* | 4 | 4 | 6 | 4 | -0.4 | -6 |
| Cc1nn(C(C)C(=O)NC2CCCCC2)c(=O)c2c1sc1ccccc12 (configuration not stated) | -34* | 3 | -11 | x | 9 | -20 | 0.8 | -4 |

Next part.
SMILES	D2 agonist	D1 antag	TRHR PAM	D2 PAM	D2 antag	D1 ag	RXFP1 antag	TRHR ag	D1 PAM
COC(=O)c1ccc(NC(=O)c2ccccc2-c2ccccc2C(=O)O)cc1	0.8	-21	-5	9	-26	2	4	1.1	-3
O/N=C1/CCc2nonc2/C1=N/O	0.1	3	1	1	39*	4	-1	0.1	10
CCn1cc(C(=O)NCCCOC)c(=O)c2cc(S(=O)(=O)N(C)C)ccc21	0.0	6	4	-5	-9	1	-18	-0.1	4
CC12CCC(=O)N1C(C(=O)Nc1nc(-c3ccccc3Cl)cs1)CS2 (configuration not stated)	0.0	24	-4	1	-17	0	-39	0.0	0
CN1C(=O)Cn2c1nc1ccccc12	0.9	0	1	8	-6	2	-21	0.1	0
CC(=O)Nc1ccc(S(=O)(=O)NCC(=O)NNC(=O)c2csc(N3CCOCC3)n2)cc1	0.3	22	3	15	-10	0	3	0.4	3
CCOC(=O)N1CCc2c(sc3[nH]c(=S)[nH]c(=S)c23)C1	0.9	0	5	2	-5	3	-10	0.0	-4
CN(C)CCN(Cc1ccccc1)c1nccc(N(C)C)c1C#N	0.3	-8	3	-4	-21	3	7	0.3	-5
Cc1ccc(C(C)C)cc1OCC(=O)NC1CCCCCCC1	2.3	22	-2	14	7	2	-26	-0.3	5
Cc1ccc(S(=O)(=O)N(C)CC(=O)Oc2ccc(-c3nnco3)cc2)cc1	-0.1	2	7	-15	-2	1	-4	-1.3	-4
Cc1ccc(S(=O)(=O)N(C(=O)c2ccncc2)c2ccc(OC(=O)c3ccncc3)c3ccccc23)cc1	0.0	-9	-4	12	-2	3	-22	-0.6	-1
COc1ccc(CNCC(O)COc2ccc(C)cc2[N+](=O)[O-])cc1 (configuration not stated)	0.1	-10	2	-24	25	22	x	34*	-14
NS(=O)(=O)c1ccc(Nc2ccc3nonc3c2[N+](=O)[O-])cc1	0.4	47	2	-1	-5	0	-12	-0.3	-2
O=C(CC1OC(=O)c2ccccc21)Nc1cc(Cl)ccc1N1CCCC1 (configuration not stated)	-1.4	3	2	5	-1	1	-10	-0.5	3
COCCNC(=O)C(c1ccc(Cl)cc1)N(C(=O)Cn1nnc2ccccc21)c1cccnc1 (configuration not stated)	x	-3	2	x	x	0	-15	0.7	2
CN(CCOc1ccccc1)C(=O)C1CCC(=O)N(CCCN2CCOCC2)C1 (configuration not stated)	0.3	-10	6	13	3	3	-7	0.1	-7
O=[N+]([O-])c1ccccc1OCC(O)CNC1CCCC1 (configuration not stated)	0.1	-6	-9	-19	-14	6	12	0.8	-1
Cc1cccc(Cn2cnc3c(cnn3-c3ccc(Cl)cc3)c2=O)c1	-0.1	-1	1	4	x	1	-14	1.4	1

Bioassay records: PubChem BioAssay, National Center for Advancing Translational Sciences (NCATS)
